Source: PubChem (several laboratories)
MEKK3 PB1 HTS: MEKK3-MEK5 PB1 interaction, increase or decrease. binding response (% of control), % at 10 µM. AID 1529. bead-based flow cytometry, Alexa488-MEK5 binding to MEKK3; actives lie on both sides; 0 = blocked by unlabeled MEK5, 100 = vehicle. actives 1.4% (n = 290,000). Q99759;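 active = binding response more than 3 SD above or below the average of its plate-row segment, actives on both sides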;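 also: Alexa488 bead fluorescence after subtracting the streptavidin-only scavenger bead signal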
Target sequence (Q99759 whole entry, looked up): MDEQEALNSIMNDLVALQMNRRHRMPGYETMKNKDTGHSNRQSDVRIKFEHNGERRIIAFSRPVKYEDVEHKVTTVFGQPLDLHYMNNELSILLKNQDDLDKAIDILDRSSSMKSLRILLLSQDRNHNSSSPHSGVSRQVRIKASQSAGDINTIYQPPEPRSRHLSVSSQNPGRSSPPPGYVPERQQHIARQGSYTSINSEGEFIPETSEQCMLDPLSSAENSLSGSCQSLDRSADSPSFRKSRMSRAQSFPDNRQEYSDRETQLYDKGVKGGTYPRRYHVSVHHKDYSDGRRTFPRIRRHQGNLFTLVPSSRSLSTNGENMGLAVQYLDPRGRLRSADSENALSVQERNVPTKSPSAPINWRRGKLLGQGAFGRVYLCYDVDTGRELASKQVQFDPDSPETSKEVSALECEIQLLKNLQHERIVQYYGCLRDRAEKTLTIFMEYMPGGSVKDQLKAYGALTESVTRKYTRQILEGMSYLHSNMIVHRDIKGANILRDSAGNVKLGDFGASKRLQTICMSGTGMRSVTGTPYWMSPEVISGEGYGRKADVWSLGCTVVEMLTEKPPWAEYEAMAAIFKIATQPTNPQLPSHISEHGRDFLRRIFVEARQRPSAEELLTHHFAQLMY
V1R ag counter: activates human V1a receptor in oxytocin agonist counter-screen. activation, % at 3 µM. actives 0.25% (n = 320,000). P37288. CHO-V1R cells, Fluo-8 calcium fluorescence, agonist mode; 0% DMSO, 100% 3 nM vasopressin;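 active = activation above the mean activation of all tested compounds plus 3 SD, per screening run, cut at about 20% in these data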;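 also: signal is peak over basal fluorescence ratio across a 100 second FLIPR read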
NALP1 yeast inh: blocks the NALP1 inflammasome reconstituted in yeast; S. cerevisiae NALP1/ASC/caspase-1 growth, X-gal OD620, 72 h; inhibition, % at 10 µM; actives 0.61% (n = 280,000); AID 2071; in the data active = inhibition mostly above about 24%, no sharp cut-off; inactive = mostly below about 32%; also: some compounds called inactive have numbers as strong as hits
GPR7 antagonist: human neuropeptides B/W receptor 1 antagonism. P48145. GPR7-expressing cells, fluorescence antagonist assay. inhibition, % at 4.4 µM. actives 1.1% (n = 290,000); in the data active = inhibition above about 16%, passing the limit was not always enough;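 also: cells stimulated with the agonist NPW; 0% = agonist with vehicle and 100% = vehicle without agonist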
OXTR agonist: human OXTR agonism; activation, % at 3 µM; CHO-OTR cells, Fluo-8 calcium fluorescence; normalized: DMSO 0%, oxytocin 100%; P30559; actives 0.32% (n = 320,000);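 active = activation above the mean of all tested compounds plus 3 SD, cutoff set per screening run, cut at about 20% in these data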;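 also: peak over basal fluorescence ratio from a 100 s FLIPR kinetic read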
PHOSPHO1 block: PHOSPHO1 (human) inhibition; Q8TCT1; recombinant PHOSPHO1, absorbance phosphatase assay; inhibition, % at 13.3 µM; actives 1.1% (n = 290,000); AID 1565; in the data active = inhibition above about 60%
Target sequence (Q8TCT1 whole entry, looked up): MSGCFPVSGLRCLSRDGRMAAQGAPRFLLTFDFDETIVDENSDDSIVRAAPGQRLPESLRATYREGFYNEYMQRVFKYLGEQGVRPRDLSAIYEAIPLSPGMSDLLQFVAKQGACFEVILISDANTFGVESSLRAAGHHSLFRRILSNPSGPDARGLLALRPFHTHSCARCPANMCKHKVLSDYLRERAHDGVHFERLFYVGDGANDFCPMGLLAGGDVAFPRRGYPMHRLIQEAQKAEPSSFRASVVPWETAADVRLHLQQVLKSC
MEKK2wt PB1 HTS: raises or lowers MEK5 binding to wildtype human MEKK2 PB1 domain; binding response (% of control), % at 10 µM; actives 1.1% (n = 290,000); bead flow cytometry, Alexa488-MEK5 binding to MEKK2 WT; actives lie on both sides; Q9Y2U5; in the data active = binding response below about 67% or above about 130%
MEKK2 mut-MEK5: signal of MEK5 binding to mutant human MEKK2 PB1 domain; percent response, % at 10 µM; actives 0.35% (n = 290,000); bead flow cytometry, Alexa488-MEK5 binding to MEKK2 mutant; AID 1530; in the data active = percent response above about 24%, passing the limit was not always enough; also: inactives centre near 1; some results filed as inactive read as strong as hits; reference of the scale not given here
GalR3 antagonist: blocks the human galanin receptor 3 | O60755 | HEK293 GalR3-CNG cAMP membrane potential fluorescence; galR3 body fused to GalR1 C-terminus | inhibition, % at 3 µM | actives 0.44% (n = 360,000) | AID 651719;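 active = inhibition above the screen-wide average plus 3 SD, cut at about 13% in these data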;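 also: forskolin and galanin both at EC90 stimulate the cells; cAMP rise reported by CNG channel membrane potential dye signal; 0% = forskolin plus galanin with DMSO and 100% = forskolin alone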
* = called active by the depositor; . = not tested or not shown.

canonical_smiles	MEKK3 PB1 HTS	V1R ag counter	NALP1 yeast inh	GPR7 antagonist	OXTR agonist	PHOSPHO1 block	MEKK2wt PB1 HTS	MEKK2 mut-MEK5	GalR3 antagonist
COCCC(=O)N1CCC(Oc2ccc(C(=O)N3CCCC(OC)C3)cc2)CC1 (configuration not stated)	94	0.7	11	-7	1.2	37	95	0	5
Cc1c(Br)c([N+](=O)[O-])nn1CC(=O)Nc1ccc(CC#N)cc1	101	0.8	11	7	2.8	-58	103	-2	.
O=C(NC(Cc1ccccc1)C(=O)N1CCN(c2ccccn2)CC1)c1ccco1 (configuration not stated)	103	-0.5	2	-10	1.0	-1	100	1	0
CC(=O)c1c(C)[nH]c(C(=O)COC(=O)CN(C)S(=O)(=O)c2ccc(Cl)cc2)c1C	93	10	5	-10	12	12	92	-3	4
CC(C)c1ccc(NC(=O)CSc2n[nH]c(=O)n2C2CC2)cc1	102	2.8	8	5	0.0	37	102	4	1
COc1ccc(C(CNC(=O)Nc2ccccc2)N2CCN(C)CC2)cc1 (configuration not stated)	100	-0.5	24	-6	0.4	15	103	3	-6
Cc1ccccc1CCNC(=O)C1CCC(=O)N(C2CCCCCC2)C1 (configuration not stated)	105	0.8	13	0	0.2	33	111	8	2
CCOC(=O)C1=C(CSCC(=O)OC)NC(=O)NC1c1cc(C)ccc1C (configuration not stated)	100	0.9	10	10	-0.1	31	97	-1	-5
COc1ccc2nc(N=Nc3c(O)ccc4ccccc34)sc2c1	92	.	21	1	.	-2	93	-4	.
Cc1ccccc1-n1c(=O)c2ccccc2n2cnnc12	101	0.4	16	-7	0.3	12	98	-2	-2
COC(=O)c1sc2ccccc2c1-n1cccc1C(=O)C(=O)Nc1ccc(Cl)cc1	106	0.6	-11	-7	-0.1	-27	99	-3	-3
CCOC(=O)C1(CCOc2ccccc2)CCN(S(=O)(=O)N(C)C)CC1	109	3.2	-7	-2	-0.5	9	115	8	-3
Fc1ccccc1N1CCN(Cc2nc(-c3ccccc3)no2)CC1	99	-0.8	-12	2	-1.3	6	96	0	-6
Cc1ccc2nc(N3CCOCC3)c(C=O)cc2c1	99	-0.1	6	-6	-0.7	29	100	6	-11
COC(=O)c1ccc(-c2sc3nc(N4CCOCC4)c4c(c3c2N)CCCC4)o1	110	-0.7	14	-2	-1.5	6	104	6	-5
COCCNc1oc(-c2ccco2)nc1S(=O)(=O)c1ccccc1	104	-0.2	6	-10	-0.1	37	113	6	.
O=C(COC(=O)CCc1ccc(S(=O)(=O)N2CCCCC2)cc1)Nc1cccc2ccccc12	101	2.3	23	-10	-0.1	3	97	-2	-1
CCCCn1c(SCc2cccnc2)nc2c1c(=O)n(C)c(=O)n2C	105	0.0	33	-13	-1.1	11	107	10	-6
CCN(CC)C(=O)CN(c1ccc(Cl)cc1)S(=O)(=O)c1ccccc1	103	-1.6	5	6	-1.5	8	95	-2	-7
Cc1ccc(CSc2nc3ncccc3[nH]2)cc1	72	-0.1	1	-1	0.2	41	84	-14	-4
O=C(Cn1c(=O)oc2ccccc21)NCC1COc2ccccc2O1 (configuration not stated)	100	1.8	2	14	-0.2	14	103	5	1
O=C(Nc1cccc(S(=O)(=O)c2cccc(NC(=O)C3CC3)c2)c1)C1CC1	99	4.7	38	-9	5.9	25	107	3	-11
CCCNC(=O)c1ccc2c(=O)c(O)c(-c3ccc(C)cc3)[nH]c2c1	97	1.4	4	.	0.7	35	99	2	-2
Cn1c(N2CCCC2)nc2c1c(=O)n(Cc1ccc(Cl)cc1)c(=O)n2C	99	-0.2	20	-3	-0.5	13	100	2	-3
COc1cc(OC)cc(C(=O)Nc2ccc3nc4n(c(=O)c3c2)CCCCC4)c1	103	-1.4	-6	-3	-3.0	27	104	4	-3
CCOC(=O)N1CCC(NC(=O)c2ccc3nc(N4CCOCC4)sc3c2)CC1	105	.	11	1	.	-6	100	4	2
CCCCn1nnc(NC(=O)COc2cc(C)ccc2C(C)C)n1	102	2.8	40	-1	-1.2	4	101	7	-2
Cc1ccc(CN2C3=NC(=O)CN3c3ccccc32)cc1	98	2.0	15	-7	2.2	-12	95	-4	-6
CC(NC(=O)c1cccs1)C(c1cccs1)N1CCN(Cc2ccccc2)CC1 (configuration not stated)	102	0.8	4	-8	-0.7	-8	107	4	0
N#CCn1cnc2c(oc3ccccc32)c1=O	101	0.2	30	-6	-0.4	3	100	-2	.
C=CCN(CCNP(=O)(OCC)OCC)CP(=O)(OCC)OCC	106	1.4	2	-15	0.7	45	105	2	7
CNc1ncc(-c2nnnn2-c2ccccc2)c(-c2ccccc2)n1	102	0.6	6	-7	-0.4	-8	102	6	-2
Clc1ccc(Cn2ccc3ccccc32)cn1	103	-1.0	26	-5	-1.5	16	98	1	-10
COC(=O)c1ccc(SC2CCCCC2)c([N+](=O)[O-])c1	92	-1.1	-1	16	-1.7	24	89	-6	-4
CCN(CC)CCN(C(=O)c1ccc2c(c1)CCCC2)c1nc2ccc(C)cc2s1	108	1.4	29	-12	-1.7	28	148*	31*	-2
CCN(CC)S(=O)(=O)c1cccc(NC(=O)COc2ccc(Cl)cc2Br)c1	104	3.8	35	-5	2.5	-26	107	-3	3
Cn1nc(-c2ccccc2)c(N2CCCCC2)cc1=O	100	-1.2	28	-8	-1.7	15	93	-9	-3
O=C(COc1ccc2c(-c3ccccc3)cc(=O)oc2c1)NCCN1CCOCC1	102	4.2	20	0	3.0	27	103	1	7
O=C1CCCC2=C1C(c1cccc(O)c1)c1c(ccc3ncccc13)N2 (configuration not stated)	101	-0.7	4	-14	-0.3	42	101	3	5
COc1ccc(C(CC(=O)N2CCCC2)c2c(OC)cc(OC)c3c(-c4ccccc4)cc(=O)oc23)cc1 (configuration not stated)	88	0.0	18	.	0.2	40	83	-6	-5
O=S(=O)(Nc1ccncc1)c1cc(Cl)ccc1Cl	99	0.7	23	-6	0.2	37	101	2	-7
COc1cc(OC)c(OC)cc1CN1CCCC(C(=O)c2ccc3c(c2)OCO3)C1 (configuration not stated)	101	0.0	10	-18	0.1	10	104	2	-5
CCc1ccc(C2CC(c3ccccc3)Nc3nc(N)nn32)cc1 (configuration not stated)	96	1.2	-2	-1	1.1	20	99	-2	-1
COc1ccc(-c2nnc3sc(-c4ccccc4OC)nn23)cc1	96	0.3	14	.	-0.1	8	93	-1	-2
O=C(O)COc1ccc(Oc2ccccc2)cc1	106	-0.2	26	-7	1.2	-15	101	2	-4
O=C(NCCCCNC(=O)c1ccc(F)cc1)c1ccc(F)cc1	100	1.7	13	-14	-0.4	-3	101	2	-7
O=C(CSc1nc2cc(Cl)c(Cl)cc2[nH]1)c1ccc2c(c1)OCO2	102	-1.8	10	-5	0.1	-14	99	-2	-6
Cc1nc(C(F)(F)F)ccc1C(=O)NN1CCOCC1	104	1.3	-2	-1	2.3	.	107	10	.
NS(=O)(=O)c1cnccc1Nc1ccc(Cl)c(Cl)c1	91	1.6	13	-1	2.4	9	93	-4	-2
NC(=O)c1ccc(C(F)(F)F)n(Cc2c(Cl)cccc2Cl)c1=O	101	1.1	-18	-5	-1.2	4	103	4	-8
Fc1cccc(/C=N/Nc2ncnc3nc[nH]c23)c1	69	0.1	25	16	1.3	-4	76	-8	0
CCCNC(=O)c1cnc(Sc2ncc(C(F)(F)F)cc2Cl)n1C	106	2.6	-4	-7	1.2	10	105	16	1
COc1ccc(C2=NS(=O)(=O)N(C)C(C(=O)Nc3ccc4c(c3)OCO4)=C2)cc1	94	11	14	19	7.4	-11	94	-1	-6
CCCOc1cccc(OCC(=O)Nc2nc3ccccc3[nH]2)c1	87	-0.3	11	-5	-0.2	-7	94	-4	-5
Cc1ccc(CN2CCSc3ccc(C(=O)NC4CCCC4)cc32)cc1	103	6.4	-5	15	-0.9	30	99	-6	.
CC(=O)c1ccc(OCCOc2ccc([N+](=O)[O-])cc2)cc1	102	5.3	1	17	1.7	34	105	2	-10
O=C1c2ccccc2C2=Nc3ccccc3SC(c3ccc(Cl)cc3)C12 (configuration not stated)	116	3.5	3	-9	-1.4	6	114	1	-5
O=C(NN1C(=O)C2C(c3ccccc3)C=CC(c3ccccc3)C2C1=O)c1ccccc1 (configuration not stated)	114	1.2	12	-10	4.9	-24	100	-1	-3
Cc1cc(C)c2cc(CN(CCO)C(=O)Nc3ccc(Cl)cc3)c(=O)[nH]c2c1	103	-1.7	-1	-2	-2.8	-32	106	4	-2
Cc1sc2nc(CSc3ccccc3)nc(NCCN(C)C)c2c1C	100	5.3	34	3	1.2	-10	111	0	-6

More structures:
canonical_smiles	MEKK3 PB1 HTS	V1R ag counter	NALP1 yeast inh	GPR7 antagonist	OXTR agonist	PHOSPHO1 block	MEKK2wt PB1 HTS	MEKK2 mut-MEK5	GalR3 antagonist
COc1ccc(CC(NC(C)=O)C(=O)NC2CCN(C(=O)Nc3ccccc3C)CC2)cc1OC (configuration not stated)	98	-0.1	-9	-8	0.5	49	99	0	4
O=C(NCc1ccccc1)N1CCN(c2ccc(F)cc2)CC1	105	4.9	23	-11	1.2	-2	102	4	0
CC(C)(C)S(=O)(=O)c1ccc(S(=O)(=O)C(C)(C)C)s1	108	1.9	-11	-13	3.9	6	107	9	.
CCOc1ccc(N2C(=O)CN=C2Nc2ccccc2F)cc1	108	0.7	-4	6	0.1	2	105	7	-2
C#CCOC(=O)C(NC(=O)c1ccccc1)=C(C)C	110	-0.6	2	-13	-0.1	14	114	7	1
O=C1C(=O)N(Cc2ccccc2)C(c2cccc(O)c2)/C1=C(\O)c1ccc2c(c1)OCCO2 (configuration not stated)	100	-0.1	1	0	-0.1	2	99	0	2
COCCN=C1NN=C(c2ccc(NC(C)=O)cc2)CS1	99	0.3	0	-4	-0.3	-61	95	-6	-3
Cc1ccc(S(=O)(=O)n2nc(C)c(S(=O)(=O)N3CCCCC3)c2C)cc1	101	0.4	9	-3	0.3	34	106	5	4
Cc1cnc2ncc3sccc3c2c1	95	5.5	6	1	-0.9	0	96	-2	-1
COc1ccc(CCCc2nnc(SCC(=O)Nc3ccc(C)c(C)c3)o2)cc1	87	0.8	4	-1	0.3	85*	88	-4	3
O=[N+]([O-])c1ccc(Nc2cccc(F)c2)nc1	93	0.8	7	-3	-0.8	8	93	-5	-6
[O-]/C(=C(\C(=S)NCc1ccco1)[n+]1ccccc1)c1ccccc1Br	95	-0.5	4	-14	-0.5	38	94	-8	0
CCC1=C2CC[C@H]3C(=O)N(CC(=O)OC)C(=O)[C@H]3[C@H]2[C@@]2(C)C(=NCC(=O)OC)OC(=O)N2C1=O	85	0.6	.	.	3.2	18	89	3	-1
CN1CCN(CCNC(=O)Nc2ccccc2C(F)(F)F)CC1	98	0.6	29	-9	-0.6	11	93	-1	-5

Fetched one by one from above (2):
canonical_smiles	MEKK3 PB1 HTS	V1R ag counter	NALP1 yeast inh	GPR7 antagonist	OXTR agonist	PHOSPHO1 block	MEKK2wt PB1 HTS	MEKK2 mut-MEK5	GalR3 antagonist
O=C1C(=O)N(Cc2ccccc2)C(c2cccc(O)c2)/C1=C(\O)c1ccc2c(c1)OCCO2 (configuration not stated)	100	-0.1	1	0	-0.1	2	99	0	2
O=[N+]([O-])c1ccc(Nc2cccc(F)c2)nc1	93	0.8	7	-3	-0.8	8	93	-5	-6

Individual results from the entries so far.
In V1R ag counter, CCC1=C2CC[C@H]3C(=O)N(CC(=O)OC)C(=O)[C@H]3[C@H]2[C@@]2(C)C(=NCC(=O)OC)OC(=O)N2C1=O is listed with 0.6
In V1R ag counter, COCCN=C1NN=C(c2ccc(NC(C)=O)cc2)CS1 is listed with 0.3
In MEKK2 mut-MEK5, COc1ccc(CCCc2nnc(SCC(=O)Nc3ccc(C)c(C)c3)o2)cc1 is listed with -4
In GPR7 antagonist, Cc1cnc2ncc3sccc3c2c1 is listed with 1
